FN deposition inh – fibronectin deposition inhibition | inhibition, % at 12.6 µM | actives 0.086% (n = 350,000) | AH1F fibroblasts, Alexa488-fibronectin deposition fluorescence, overnight | AID 743247;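 active = mean inhibition across replicates of 30% or more, regardless of how many single replicates reach that level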;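 note: positive control wells lacked labelled fibronectin entirely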
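Material: AH1F fibroblast monolayer depositing Alexa488-labelled fibronectin into matrix | Input: 10000 AH1F cells/well | Medium: DMEM plus 2% serum, read in PBS | Reagent: Alexa488-fibronectin, 24 nM final in well | Compound dosing: One dose per compound, pinned | Schedule: 1 h adhesion, overnight exposure | Measured by: Fluorescence at 485 nm excitation, 525 nm emission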
Casp6 inh – inhibitors of human caspase-6 | P55212 | purified caspase-6, Z-VEID-R110 cleavage fluorescence | inhibition, % at 12.5 µM | actives 0.53% (n = 350,000);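 active = mean inhibition across replicates at least about 35%, with every replicate also reaching that limit, limit read from the data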;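 note: 0% = median of neutral control wells and 100% = no fluorescence left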
Target sequence (P55212 24-179 limits assumed): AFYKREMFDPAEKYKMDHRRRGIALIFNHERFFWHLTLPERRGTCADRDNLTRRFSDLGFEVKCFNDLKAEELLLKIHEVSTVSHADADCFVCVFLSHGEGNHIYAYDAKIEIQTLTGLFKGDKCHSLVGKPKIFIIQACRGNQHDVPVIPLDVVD
Target sequence (P55212 194-293 limits assumed): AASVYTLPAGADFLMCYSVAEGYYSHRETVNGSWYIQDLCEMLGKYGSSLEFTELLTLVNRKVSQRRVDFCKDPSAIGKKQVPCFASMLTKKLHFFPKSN
esBAF inh – blocks esBAF chromatin remodeling in mouse ES cells; Bmi1-luciferase knock-in reporter, 24 h; 100% = twice the neutral-well signal; reporter increase, % at 12.5 µM; actives 2% (n = 350,000); in the data active = activation above about 40%;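 note: 0% = median of the plate's neutral control wells and 100% = double that signal; a rise in the Bmi1 reporter signal indicates esBAF inhibition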
C2C12 statin – protects C2C12 myotubes from simvastatin toxicity; ATP luminescence, 48 h; scaled: DMSO 0, geranylgeraniol control 100; actives 0.78% (n = 330,000); AID 602340; rescue of ATP level, % at 7.49 µM;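 active = mean ATP rescue above about 67%, or every replicate alone reaching that limit, limit read from the data, passing the limit was not always enough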;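 note: myotubes were challenged with 10 µM simvastatin during compound exposure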
S100A4 inh HTS – blocks human S100A4 binding to myosin IIA peptide; P26447; inhibition, % at 10.7 µM; AID 652163; actives 0.14% (n = 360,000); S100A4/TAMRA-MyoIIA peptide fluorescence polarization;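 active = mean inhibition of at least 70% across replicates, with every replicate also reaching that level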
Target sequence (P26447 whole entry, looked up): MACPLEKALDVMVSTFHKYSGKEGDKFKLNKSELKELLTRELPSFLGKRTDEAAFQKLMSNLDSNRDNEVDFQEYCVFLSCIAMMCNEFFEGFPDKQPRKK
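Assay system: human S100A4 monomer with TAMRA-labelled myosin IIA peptide / Buffer or medium: Calcium-containing HEPES buffer, pH 7.2 / Reagent: TAMRA-labelled myosin IIA heavy-chain peptide probe, 5 nM / Compound: one dose per compound / Timing: polarization read 5 min after assay mix addition, stable 5–60 min / Benchmarks: neutral control DMSO, positive control TFP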
LGR2 antag – Drosophila LGR2 receptor signaling inhibition; AID 720647; HEK293 LGR2, CRE-luciferase, bursicon-stimulated, 4 h; inhibition, % at 9.99 µM; actives 0.35% (n = 380,000);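 active = drop in luminescence signal, shown as inhibition above about 50% in the replicate tests, limit read from the data, passing the limit was not always enough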;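 note: agonist challenge used bursicon conditioned medium at about half maximal strength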
SIRT5 block – inhibitors of human sirtuin-5 desuccinylase. Q9NXA8. Purified SirT5, succinyl-peptide AMC, trypsin-coupled fluorescence. inhibition, % at 15 µM. actives 1.1% (n = 330,000). AID 652115; in the data active = inhibition above about 15%
Target sequence (Q9NXA8 whole entry, looked up): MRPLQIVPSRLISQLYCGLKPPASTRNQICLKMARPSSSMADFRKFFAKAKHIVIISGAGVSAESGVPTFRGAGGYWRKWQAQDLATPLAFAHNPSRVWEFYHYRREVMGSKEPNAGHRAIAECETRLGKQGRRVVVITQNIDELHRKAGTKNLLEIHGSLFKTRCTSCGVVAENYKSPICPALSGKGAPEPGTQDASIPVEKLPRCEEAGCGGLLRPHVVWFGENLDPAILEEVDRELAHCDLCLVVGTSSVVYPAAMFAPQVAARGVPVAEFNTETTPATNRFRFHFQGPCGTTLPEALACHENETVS
* marks the source's active call; other numbers are inactive results; . = no result given. These rows are one share of the data, so the mix of outcomes need not match the whole.

SMILES	FN deposition inh	Casp6 inh	esBAF inh	C2C12 statin	S100A4 inh HTS	LGR2 antag	SIRT5 block
Cc1noc(C)c1S(=O)(=O)N(C)C[C@H]1OCCCC[C@H](C)Oc2ccc(NC(=O)CCC(F)(F)F)cc2C(=O)N([C@@H](C)CO)C[C@H]1C	2	.	-5	-14	.	5	.
CC1C(=O)NN=C1C(=O)N/N=C/c1cccs1 (stereo not given)	16	12	.	.	5	-10	2
CCCN(C)C[C@H]1OCCCC[C@H](C)Oc2ccc(NS(=O)(=O)c3c(C)noc3C)cc2C(=O)N([C@@H](C)CO)C[C@H]1C	.	0	-7	.	2	-5	2
O=C(C1CCOCC1)N1C[C@@H]2[C@H](c3ccccc31)[C@H](CO)N2C(=O)c1ccccc1	.	-5	-1	10	1	-12	4
Cc1ccc(S(=O)(=O)N(C)C[C@H]2Oc3c(NC(=O)Nc4c(C)noc4C)cccc3C(=O)N([C@@H](C)CO)C[C@H]2C)cc1	.	.	-5	2	5	-7	0
c1ccc(Cn2ncc3c(NCc4ccco4)ncnc32)cc1	2	.	-4	-2	.	.	.
CCOc1ccc(S(N)(=O)=O)cc1-c1nc2c(C(C)(C)C)nn(C)c2c(=O)[nH]1	2	-2	-6	-2	-5	-6	-5
N#Cc1ccccc1NC(=O)C(=O)NCCCN1CCCC1=O	3	-1	.	.	2	-16	-1
CN1CCOC1c1ccc(C2OCCN2C)cc1 (stereo not given)	4	26	-4	5	4	21	-2
CN(C)CC(=O)Nc1ccc2c(c1)[C@H]1C[C@@H](CC(=O)NCc3ccc(-c4ccccc4)cc3)O[C@H](CO)[C@H]1O2	5	1	4	-1	-6	1	-3
C[C@H](CO)N1C[C@H](C)[C@@H](CN(C)C)Oc2ccc(NC(=O)Cc3ccccc3)cc2CC1=O	.	-2	1	-14	5	-22	10
CCOC(=O)c1ccccc1NS(=O)(=O)c1ccc(OC)cc1	.	-1	0	-1	-2	10	0
O=C(NCCO)/C(=C\c1ccc([N+](=O)[O-])o1)NC(=O)c1ccccc1	-17	7	.	.	-3	27	-1
C[C@H]1CN([C@@H](C)CO)C(=O)Cc2cc(NS(=O)(=O)c3cccs3)ccc2O[C@@H]1CN(C)S(=O)(=O)c1ccc(Cl)cc1	.	-2	-2	4	-2	-1	-2
CC(C)Oc1cc(F)ccc1-c1cc(C(=O)NCc2ccccc2)[nH]n1	5	1	1	-1	-11	-18	-6
CCCCCC(=O)N1C[C@@H](O)[C@H](n2cc(COC(=O)c3ccccc3)nn2)C[C@@H]1c1ccccc1	3	1	-4	10	2	5	-2
CC(C)(C(=O)O)n1cncn1	-12	3	-1	0	4	.	0
C[C@H]1CN([C@@H](C)CO)C(=O)c2ccccc2-c2ccccc2CO[C@H]1CN(C)C(=O)Nc1cccc(F)c1	0	-1	-2	.	5	-3	1
Cc1cc(N2CC(C)OC(C)C2)nc(C(C)C)n1 (stereo not given)	.	1	.	.	9	9	-1
O=C(CNC(=O)c1ccccc1F)NCCc1ccc(Cl)cc1Cl	4	2	-5	0	4	9	-1

Sorted by value in SIRT5 block (high to low): six from the list above.
| mol | SIRT5 block |
| --- | --- |
| O=C(C1CCOCC1)N1C[C@@H]2[C@H](c3ccccc31)[C@H](CO)N2C(=O)c1ccccc1 | 4 |
| CCCN(C)C[C@H]1OCCCC[C@H](C)Oc2ccc(NS(=O)(=O)c3c(C)noc3C)cc2C(=O)N([C@@H](C)CO)C[C@H]1C | 2 |
| Cc1cc(N2CC(C)OC(C)C2)nc(C(C)C)n1 (stereo not given) | -1 |
| CN1CCOC1c1ccc(C2OCCN2C)cc1 (stereo not given) | -2 |
| CCOc1ccc(S(N)(=O)=O)cc1-c1nc2c(C(C)(C)C)nn(C)c2c(=O)[nH]1 | -5 |
| CC(C)Oc1cc(F)ccc1-c1cc(C(=O)NCc2ccccc2)[nH]n1 | -6 |

More records follow:
SMILES	FN deposition inh	Casp6 inh	esBAF inh	C2C12 statin	S100A4 inh HTS	LGR2 antag	SIRT5 block
C[C@H](CO)N1C[C@H](C)[C@H](CN(C)S(=O)(=O)c2ccc(Cl)cc2)Oc2ccc(NC(=O)C3CC3)cc2C1=O	3	3	-2	7	-18	-1	5
COC(=O)[C@@H]1[C@@H](CO)[C@@H]2Cn3c(cccc3=O)[C@@H]2N1CC1CCOCC1	.	74*	-3	-8	88*	-11	3
COC(=O)c1cccc(NC(=O)Nc2ccc(Cl)cc2Cl)c1	10	-2	.	.	-2	4	-5
CCN(CC)C(=O)c1c[nH]c2ccc(S(=O)(=O)Nc3cc(C)cc(C)c3)cc2c1=O	4	.	10	19	.	.	.
CCC(=O)c1ccc(OC(=O)c2cccs2)cc1	3	.	-8	-4	.	.	.
Cc1ccc(S(=O)(=O)Nc2ccc3c(c2)C(=O)N([C@H](C)CO)C[C@H](C)[C@H](CN(C)CC2CC2)OCCCC[C@@H](C)O3)cc1	-13	8	-1	0	-4	-3	1
N#C/C(=C\c1c(N2CCC(C(N)=O)CC2)nc2ccccn2c1=O)S(=O)(=O)c1ccc(Cl)cc1	-3	3	2	4	-8	-10	-3
O=C(Nc1cc(F)ccc1F)N1C[C@H]2[C@@H](c3ccccc31)[C@@H](CO)N2CC1CCCC1	.	0	-2	-36	-13	13	-3
Cc1oc(-c2ccc(Cl)cc2)cc1-c1nn2c(-c3ccoc3C)nnc2s1	.	.	4	25	.	-17	.
CCOc1ccc(NC(=O)c2c(NC(=O)CN3CCN(C)CC3)sc3c2CCC3)cc1	-4	-5	-8	-5	-4	2	-2
CCCS(=O)(=O)c1c(S(=O)(=O)CCC)c2ccc(C(N)=O)cn2c1C(=O)c1ccc(OC)cc1	.	3	.	.	-7	9	6
O=C(COC(=O)c1ccc(Cl)cc1[N+](=O)[O-])NC(=O)c1ccccc1	6	-2	-8	-10	3	-4	-2
O[C@@H]1CN(CC2CCCCC2)[C@@H](c2ccccc2)C[C@H]1n1cc(-c2ccc(F)cc2)nn1	-7	0	2	9	2	14	-2
CCC(C)(C)NC(=O)C1CC(=O)N(CCc2ccc(F)cc2)C1 (stereo not given)	-3	-2	3	23	0	10	1
Cc1cc(=O)n(Cc2ccccc2)c2ccccc12	-2	-2	-1	-1	-8	-10	-9
COc1ccc(C2=Nn3c(nnc3-c3ccccc3)SC2)cc1OC	-5	3	-5	17	-3	-26	0
Cc1c(C(=O)N2CCN(S(=O)(=O)c3ccccc3)CC2)oc2ccccc12	.	4	.	.	-1	-2	-1
O=C(Nc1ccc(F)cc1F)N1CCCN(c2ccc(C(F)(F)F)cn2)CC1	-5	1	-6	-3	5	-2	.
Cc1ccc(C)c(NC(=O)CSc2nc3ccc(N4C(=O)c5ccccc5C4=O)cc3s2)c1	3	.	1	2	.	6	.
Cc1cc(C)c2cc(N)c(Cl)nc2n1	-1	1	.	.	-1	6	.

Reprinted from the listing for reference:
SMILES	FN deposition inh	Casp6 inh	esBAF inh	C2C12 statin	S100A4 inh HTS	LGR2 antag	SIRT5 block
C[C@H](CO)N1C[C@H](C)[C@H](CN(C)S(=O)(=O)c2ccc(Cl)cc2)Oc2ccc(NC(=O)C3CC3)cc2C1=O	3	3	-2	7	-18	-1	5
COC(=O)[C@@H]1[C@@H](CO)[C@@H]2Cn3c(cccc3=O)[C@@H]2N1CC1CCOCC1	.	74*	-3	-8	88*	-11	3

The results go on.
SMILES	FN deposition inh	Casp6 inh	esBAF inh	C2C12 statin	S100A4 inh HTS	LGR2 antag	SIRT5 block
O=C(CSCc1ccc(Cl)cc1Cl)Nc1ccc(O)cc1C(=O)O	5	13	-3	4	-3	9	0
COc1ccccc1C(=O)N/C(=C\c1ccc(Br)cc1)C(=O)N1CCCC1	4	7	.	.	2	-12	1
CCS(=O)(=O)N1CCCCN2[C@H](CO)[C@H](c3ccc(-c4cccc(C#N)c4)cc3)[C@@H]2C1	.	-3	.	.	-3	0	1
C=CCNC(=O)c1ccccc1NC(=O)c1ccccc1SC	.	-1	.	.	-3	-27	2
O=C(COC(=O)c1ccc(F)c(S(=O)(=O)N2CCOCC2)c1)c1ccc(Br)cc1	-11	-1	.	.	-2	-5	-7
COCCNC(=O)c1cc2c(c(-c3cccc(-c4cccc(F)c4)c3)n1)[C@H](CCO)N([S@@](=O)C(C)(C)C)C2	-2	0	-2	-9	-29	13	-2
C[C@@H]1CN([C@@H](C)CO)S(=O)(=O)c2ccc(C#CC3CC3)cc2O[C@@H]1CN(C)C	.	0	-3	4	-7	-5	-4
COc1ccc(C#Cc2ccc([C@@H]3[C@@H](CO)N4CCCCN(C(=O)Nc5ccccc5F)C[C@@H]34)cc2)cc1	.	-5	-1	16	49	-10	8
O=C(Cc1ccccc1)N1C[C@@H]2[C@H](c3ccccc31)[C@H](CO)N2C(=O)c1ccc(F)cc1	.	-1	1	8	-30	1	3
COC(CNC(=O)c1ccc(CS(=O)(=O)c2c(Cl)cccc2Cl)o1)OC	-5	-2	-2	-1	-3	-12	-1
COc1ccccc1NC(=O)C(NC(=O)c1ccc(C)cc1)c1ccccc1 (stereo not given)	3	0	-3	16	-1	-7	-5
C[C@H]1CN([C@@H](C)CO)S(=O)(=O)c2ccc(-c3ccc(F)cc3)cc2O[C@@H]1CN(C)C(=O)C1CCCCC1	-28	2	-4	16	-10	14	12
O=C(C[C@@H]1C[C@@H]2c3cc(NC(=O)Nc4ccc(C(F)(F)F)cc4)ccc3O[C@@H]2[C@H](CO)O1)NCCc1ccccc1	-13	-1	1	-1	4	-6	0
O=C(C[C@H]1CC[C@H]2[C@@H](COC[C@H](O)CN2Cc2cc(F)ccc2F)O1)NCc1ccc(Cl)cc1	-1	3	1	10	-3	-6	9
COc1ccc(S(=O)(=O)Nc2ccc3c(c2)CC(=O)N([C@@H](C)CO)C[C@@H](C)[C@H](CN(C)Cc2ccncc2)O3)cc1	-1	-3	-4	-5	-3	-6	-1
CN(CCC#N)C(=O)Cn1nc(Cc2ccncc2)c2ccccc2c1=O	11	0	-8	5	0	6	1
C[C@H]1CN([C@@H](C)CO)C(=O)c2cc(NS(=O)(=O)c3ccc(F)cc3)ccc2O[C@H]1CN(C)CC1CCCCC1	.	2	-1	2	3	5	7
Cc1cc(C(=O)CCC(=O)NNC(=O)c2ccccc2O)c(C)s1	-4	5	8	-15	0	-5	2
CC(C)C#Cc1ccc2c(c1)O[C@H](CN(C)C(=O)C1CCCCC1)[C@@H](C)CN([C@H](C)CO)S2(=O)=O	.	.	-1	-26	.	10	.
O=C(C[C@H]1C[C@H](C(=O)N2CCCCC2)[C@@]2(CCc3ccccc3)c3[nH]c4ccc(Cl)cc4c3CCN2C1=O)NCCCn1ccnc1	-9	-16	11	-13	3	3	0

Entries from the list above that contain an NH in an aromatic ring:
SMILES	FN deposition inh	Casp6 inh	esBAF inh	C2C12 statin	S100A4 inh HTS	LGR2 antag	SIRT5 block
CCOc1ccc(S(N)(=O)=O)cc1-c1nc2c(C(C)(C)C)nn(C)c2c(=O)[nH]1	2	-2	-6	-2	-5	-6	-5
CC(C)Oc1cc(F)ccc1-c1cc(C(=O)NCc2ccccc2)[nH]n1	5	1	1	-1	-11	-18	-6
CCN(CC)C(=O)c1c[nH]c2ccc(S(=O)(=O)Nc3cc(C)cc(C)c3)cc2c1=O	4	.	10	19	.	.	.
O=C(C[C@H]1C[C@H](C(=O)N2CCCCC2)[C@@]2(CCc3ccccc3)c3[nH]c4ccc(Cl)cc4c3CCN2C1=O)NCCCn1ccnc1	-9	-16	11	-13	3	3	0
